IDE cell activ: IDE (human) activation, cell-based; P14735; HEK cells, FAbeta-B cleavage, fluorescence polarization; 0% vehicle, 100% cell-free pure enzyme wells; activation, % at 5.96 µM; actives 0.073% (n = 340,000); AID 493087;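 active means activation above the mean of all tested compounds plus 3 SD, set per screening campaign, cut at about 17% in these data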
pCIP destab: lowers stability of the mouse p/CIP coactivator protein. Q05BA5. F442A p/CIP-EGFP cells, EGFP fluorescence, 16 h. decrease of EGFP signal, % at 10 µM. actives 0.01% (n = 290,000). AID 1984;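 active means EGFP signal decrease of at least 30% at 10 µM or well 3 SD below plate mean, unless failing retest; inactive means the rest, including hits failing retest or dose response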; further: some compounds called inactive have numbers as strong as hits; many of its hits are not listed in these tables
PHOSPHO1 inh: PHOSPHO1 (human) inhibition. Q8TCT1. inhibition, % at 13.3 µM. AID 1565. recombinant PHOSPHO1, absorbance phosphatase assay. actives 1.1% (n = 290,000); in the data active means inhibition above about 60%
Target sequence (Q8TCT1 whole entry, looked up): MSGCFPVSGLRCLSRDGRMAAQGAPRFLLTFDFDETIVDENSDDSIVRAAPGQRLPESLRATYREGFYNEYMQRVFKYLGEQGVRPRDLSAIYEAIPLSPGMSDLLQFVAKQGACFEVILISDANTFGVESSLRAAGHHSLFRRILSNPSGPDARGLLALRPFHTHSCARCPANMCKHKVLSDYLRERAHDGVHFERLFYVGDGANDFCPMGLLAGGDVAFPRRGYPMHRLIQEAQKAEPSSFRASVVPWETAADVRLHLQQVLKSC
MEKK3 PB1 HTS: modulators (inhibitors or enhancers) of MEK5 binding to human MEKK3 PB1 domain. AID 1529. actives 1.4% (n = 290,000). Q99759. binding response (% of control), % at 10 µM. bead-based flow cytometry, Alexa488-MEK5 binding to MEKK3; actives lie on both sides; 0 = blocked by unlabeled MEK5, 100 = vehicle;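 active means binding response more than 3 SD above or below the average of its plate-row segment, actives on both sides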;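 further: Alexa488 bead fluorescence after subtracting the streptavidin-only scavenger bead signal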
Target sequence (Q99759 whole entry, looked up, the tested form may be a part): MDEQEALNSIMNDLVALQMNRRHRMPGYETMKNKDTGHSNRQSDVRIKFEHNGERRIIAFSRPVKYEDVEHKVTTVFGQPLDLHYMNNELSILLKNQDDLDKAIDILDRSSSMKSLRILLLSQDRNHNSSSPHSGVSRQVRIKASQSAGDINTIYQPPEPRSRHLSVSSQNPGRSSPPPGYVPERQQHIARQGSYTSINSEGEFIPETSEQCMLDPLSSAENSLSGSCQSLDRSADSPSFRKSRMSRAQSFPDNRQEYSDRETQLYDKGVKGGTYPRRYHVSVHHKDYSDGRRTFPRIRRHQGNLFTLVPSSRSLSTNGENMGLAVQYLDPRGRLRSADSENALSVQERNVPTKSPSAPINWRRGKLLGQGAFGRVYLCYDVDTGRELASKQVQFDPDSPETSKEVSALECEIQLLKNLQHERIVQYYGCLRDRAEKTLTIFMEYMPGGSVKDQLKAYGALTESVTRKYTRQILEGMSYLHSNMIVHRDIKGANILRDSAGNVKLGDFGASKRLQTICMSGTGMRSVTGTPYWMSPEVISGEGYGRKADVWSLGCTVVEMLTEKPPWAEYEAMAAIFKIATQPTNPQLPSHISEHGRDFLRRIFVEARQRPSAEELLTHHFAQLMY
IDE cell inh: cellular human IDE inhibition; actives 0.41% (n = 320,000); AID 434962; HEK cells, FAbetaB cleavage, fluorescence polarization; P14735; inhibition, % at 5.59 µM;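 active means percent inhibition above the average of all tested compounds plus 3 SD, set per screening campaign, cut at about 16% in these data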;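 further: IDE supplied by intact live HEK cells; FP after avidin binding of uncleaved biotin substrate so inhibition keeps polarization high; 0% = DMSO wells and 100% = 60 µM reference IDE inhibitor Ii1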
GalR3 antag: blocks the human galanin receptor 3. HEK293 GalR3-CNG cAMP membrane potential fluorescence; galR3 body fused to GalR1 C-terminus. actives 0.44% (n = 360,000). inhibition, % at 3 µM. O60755. AID 651719;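 active means inhibition above the screen-wide average plus 3 SD, cut at about 13% in these data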;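 further: forskolin and galanin both at EC90 stimulate the cells; cAMP rise reported by CNG channel membrane potential dye signal; 0% = forskolin plus galanin with DMSO and 100% = forskolin alone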
CRFR2-BP ag: agonists of human CRF-binding protein/CRF-R2 receptor complex; HEK293 CRF-R2/CRF-BP, calcium dye fluorescence (FLIPR); percent of saturating CRF peptide response; activation, % at 13.2 µM; actives 0.46% (n = 350,000);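 active means activation of at least 50%, plus an integration ratio under a set limit after plate pattern correction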;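 further: plate controls were neutral control wells without compound for no effect and CRF at EC100 for full effect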
CRFR2-BP antag: blocks CRF-induced signaling of the CRF-BP/CRF-R2 complex. HEK293 CRF-R2/CRF-BP, CRF-induced calcium fluorescence. inhibition, % at 11.8 µM. actives 0.59% (n = 350,000). AID 588475;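 active means inhibition of the ligand-induced calcium signal above about 50% at the single tested concentration, limit read from the data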
M4 PAM: CHRM4 positive allosteric modulation. CHO-K1 hM4/Gqi5, Fluo-8 calcium fluorescence, ACh EC20; 0% = ACh EC20, 100% = maximal ACh. AID 624126. P08173. actives 0.4% (n = 360,000). activation, % at 3 µM;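 active means activation above its plate's cutoff, the mean activation of sample wells plus 3 SD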; further: some results filed as inactive read as strong as hits
Starred values were filed as active, the others as inactive; nt = no result given.

molecule,IDE cell activ,pCIP destab,PHOSPHO1 inh,MEKK3 PB1 HTS,IDE cell inh,GalR3 antag,CRFR2-BP ag,CRFR2-BP antag,M4 PAM
CC(C)Cc1nnc(NC(=O)CCC(=O)Nc2ccc(F)cc2)s1,4,-12,0,101,11,-5,-0.2,-1,3
O=C(c1ccco1)N1CCN(C(=S)Nc2ccccc2C(F)(F)F)CC1,5,4,28,91,2,-5,-0.8,-6,12
CCCn1c(=O)c2ccccc2n2c(SCCOc3ccc(OC)cc3)nnc12,2,-6,25,104,-5,-6,3.0,3,-8
COc1ccc(OCc2cc(C(=O)NC3Cc4ccccc4C3)no2)c(Cl)c1,6,21,23,94,6,-2,0.4,0,11
CC(=O)c1cccc(NS(=O)(=O)c2cc(OCC(N)=O)c(C)cc2Cl)c1,1,-14,23,102,5,-2,0.0,0,0
Cc1cc(Cl)ccc1OCCCC(=O)N/N=C/c1cccc([N+](=O)[O-])c1,-13,-4,-17,103,9,-4,8.3,-24,4
Cc1c(O)ccc2c(CN3CCN(C/C=C/c4ccccc4)CC3)cc(=O)oc12,-1,-18,8,104,5,-7,11,-13,-28
COc1ccc(CN2CCNC(=O)C2CC(=O)N(C)C2CCOCC2)c(F)c1 (stereo unspecified),0,15,33,104,4,-1,-0.5,-4,-1
O=C1CC(N2CCOCC2)C(=O)N1c1cc(Cl)cc(Cl)c1 (stereo unspecified),4,5,10,95,0,-5,-0.3,7,16
O=C(CNC(=O)c1ccc(Br)o1)NNC(=O)COc1ccccc1Cl,6,nt,nt,nt,-3,-4,0.6,1,1
COCCN(C(=O)Cc1coc2cc(C)c(C)cc12)c1c(N)n(Cc2ccccc2)c(=O)[nH]c1=O,2,nt,nt,nt,0,-3,1.8,-18,3
COc1ccc(CNC(=O)C2CCNCC2)cc1,3,-10,-8,101,-1,0,0.8,4,7
CCCCOC(=O)Cc1c(O)c2ccccc2[nH]c1=O,1,-13,2,101,5,-3,-0.6,1,7
Nc1ccccc1Nc1cc(-c2ccccc2)[nH]n1,3,-5,17,93,nt,3,3.9,-8,-7
CC1(C)C[C@H]2C3=CCC4[C@@]5(C)CC[C@H](O)C(C)(C)C5CC[C@@]4(C)[C@]3(C)[C@@H](O)[C@@H](O)[C@@]2(CO)[C@@H](O)[C@@H]1O (stereo partly specified),-2,nt,nt,nt,5,-1,17,-7,11
CC(C)(C)C(=O)N1CCC[C@@]1(CO)C(=O)O,3,-3,-3,102,-3,-4,-4.8,3,-2
COc1ccc(/C=C/c2nc(-c3ccccc3O)n[nH]2)cc1OC,0,8,-1,105,0,-3,-2.7,-8,-2
COc1cc(OC)cc(C(=O)NC(=S)NCc2ccco2)c1,9,1,31,98,-1,nt,-3.4,30,5
COc1ccc2cc3cc(C(=O)N4CC(C)CC(C)C4)oc3nc2c1 (stereo unspecified),4,8,26,104,5,nt,-1.8,7,-1
CCOC(=O)c1[nH]c2ccc(OC)cc2c1NC(=O)N1CCOCC1,1,-8,6,95,1,3,3.1,-6,1
O=C(Oc1cccnc1)c1ccco1,2,0,-25,106,6,-3,-0.5,13,0
CCO[C@H]1OC(C(=O)NCc2ccccc2)=C[C@@H](C)[C@@H]1CCCO,-5,-10,40,100,-2,-4,0.7,6,6
Cc1ccc(NC(=O)O/N=C2\CCCCC2c2ccc([N+](=O)[O-])cc2[N+](=O)[O-])cc1 (stereo unspecified),6,-6,33,nt,0,-3,-1.6,-39,-8
COc1ccccc1NS(=O)(=O)c1cc(NC(=O)c2ccco2)ccc1N1CCOCC1,-3,12,28,101,5,5,0.2,4,-17
CC12CN3CC(C)(CN(C1)C3c1ccccc1Cl)C2O (stereo unspecified),0,-2,10,103,7,-2,7.7,-17,4
CC(NC(=O)c1ccccc1Cl)NC(=O)c1ccccc1Cl,3,-6,39,107,nt,-7,-0.6,-7,2
CCc1noc(C)c1C(=O)Nc1ccc(C(F)(F)F)cc1,2,3,27,103,2,3,-0.1,-12,1
COc1ccc(OC)c(NC(=O)N[C@H](Cc2ccccc2)C(=O)NN)c1,0,0,23,91,4,3,0.3,11,-28
CC1CC(C)CN(C(=O)C(C)N2CCN(S(=O)(=O)c3ccc(Br)s3)CC2)C1 (stereo unspecified),7,nt,nt,nt,-6,-4,2.1,-3,3
C=CCN(Cc1cc(OC)ccc1OC)S(=O)(=O)N(C)C,6,-14,7,102,-1,-2,0.6,8,8
Cc1cccnc1NC(=O)CCc1nnc2ccc(NCc3ccco3)nn12,-1,-7,19,98,-1,-2,-2.6,-1,2
COc1ccc(NC(=O)CSc2nc3ccccc3nc2N2CCOCC2)c(OC)c1,2,-12,5,102,3,nt,-1.9,-112,7
CCOC(=O)C1=C(C)Nc2nc(C)nn2C1c1ccc(C)cc1 (stereo unspecified),5,-2,-6,108,1,-3,-4.4,-7,3
O=C(NC1CCN(C(=S)NCc2ccco2)CC1)c1ccc(F)cc1,5,3,4,104,-3,0,-0.8,-3,4
COc1ccc(-c2nnc(-c3ccc(Br)o3)o2)cc1OC,-3,2,0,101,0,5,0.4,0,14
O=C(Cc1ccccc1)N[C@@H]1c2ccccc2CC[C@@H]1OCc1ccccc1,2,nt,nt,nt,nt,-8,-1.4,-3,-1
CCOc1cccc(-c2c(C(=O)N/N=C/c3ccoc3)nnn2-c2nonc2N)c1,1,0,59,102,-3,4,3.4,-43,5
N#C/C(=N\Nc1ccc(Cl)cc1)C(=O)c1ccsc1,-1,-28,-4,94,-3,-6,32,26,-2
Cc1ccc(C(=O)OCC(=O)Nc2ccccc2)cc1NC(=O)c1ccco1,1,-15,3,100,1,-3,-1.7,6,9
CCOC(=O)C1(Cc2ccc(Cl)cc2)CCN(C(=O)CCc2ccncc2)CC1,3,6,37,66,0,-3,1.0,-14,-6
CCSc1nnc(SCC(=O)NC2CCCCC2)s1,5,nt,nt,nt,1,-4,0.4,1,11
Cc1onc(-c2ccccc2)c1C(=O)NC(=S)NNC(=O)c1ccc(O)cc1O,0,7,14,101,-1,-9,-0.1,-4,8
CCN(CC)C(=O)C1=C(C)N(Cc2ccc(F)cc2)C(=O)C(CC(=O)NC(c2ccccc2)c2ccccc2)C1 (stereo unspecified),nt,nt,nt,nt,nt,-7,-0.3,-6,-1
O=C(CCCNS(=O)(=O)c1ccc(F)cc1)Nc1ccc(F)cc1,-1,-11,40,99,-4,-10,0.3,-2,-1
O=C(Nc1cc(S(=O)(=O)N2CCOCC2)ccc1Cl)c1ccncc1,-3,nt,nt,nt,8,-2,0.1,-1,-2
N#CCCn1cc(C(=O)Nc2ccc(C(=O)O)cc2)c(-c2ccc([N+](=O)[O-])cc2)n1,8,-7,-21,101,-4,-1,-3.4,2,3
CCc1ccccc1NC(=S)NCc1cccn1C,-3,0,-10,105,2,-1,0.9,1,1
CCOC(=O)c1sc(N)c(C(=O)Nc2ccccc2OC)c1C,-8,-4,-71,107,5,-2,-1.6,20,3
COc1ccc(N/C(N)=N/c2nc(C)cc(C)n2)cc1,nt,nt,nt,nt,nt,-3,70*,-85,-10
COc1ccc(NC(=O)c2ccccc2S(=O)c2ccccc2C#N)cc1 (stereo unspecified),3,4,-22,97,0,-4,-1.1,20,3

Remaining list, next part
molecule,IDE cell activ,pCIP destab,PHOSPHO1 inh,MEKK3 PB1 HTS,IDE cell inh,GalR3 antag,CRFR2-BP ag,CRFR2-BP antag,M4 PAM
COC(=O)[C@]1(C)N[C@H](CN(C)C(=O)c2ccccc2)[C@@H]2C(=O)N(Cc3ccccc3)C(=O)[C@@H]21,5,nt,nt,nt,0,-3,-0.2,-3,0
CCC1(c2ccc(Cl)cc2)NC(=S)N(c2ccccc2)N1 (stereo unspecified),-2,5,-14,128*,-1,3,3.4,-15,-2
Cc1ccccc1S(=O)c1ccccc1C(=O)O (stereo unspecified),5,1,-1,100,1,0,0.4,1,-33
Cc1nn(C)c(NC(=O)c2ccc([N+](=O)[O-])cc2)c1Cl,5,-9,8,102,1,1,-2.4,15,-8
OCCC1CN(Cc2ccccc2-c2ccco2)CCN1Cc1ccccc1 (stereo unspecified),-2,-17,48,104,4,-5,0.8,1,-6
c1cnc(SCCOc2cccc3ccccc23)nc1,2,-18,16,111,-2,-2,1.2,-7,1
O=C(CSc1ncn[nH]1)OCN1C(=O)c2ccccc2C1=O,6,5,43,99,-2,-5,-1.9,20,3
O=C(O)CCn1cc(/C=C/C(=O)c2ccc(Cl)cc2)c(-c2cccc(Br)c2)n1,7,-12,34,93,5,3,0.9,16,-5
CCOc1ccccc1NC(=O)CCN1CCN(S(=O)(=O)c2ccc(Br)cc2)CC1,2,-7,16,104,0,-3,3.5,-20,16*
O=C1c2cccc3cccc(c23)C(=O)N1c1cccnc1,7,-5,2,100,-3,-2,-1.4,15,9
CC1CCc2sc(C(=O)N3CCN(c4ncccn4)CC3)cc2C1 (stereo unspecified),3,-3,4,96,1,-1,-1.4,-8,3
Cc1ccc(C(=O)Oc2cccnc2)cc1[N+](=O)[O-],2,1,-7,102,-4,-5,-1.1,-4,3

Reprinted at random: 3 records from the list.
molecule,IDE cell activ,pCIP destab,PHOSPHO1 inh,MEKK3 PB1 HTS,IDE cell inh,GalR3 antag,CRFR2-BP ag,CRFR2-BP antag,M4 PAM
CC1CCc2sc(C(=O)N3CCN(c4ncccn4)CC3)cc2C1 (stereo unspecified),3,-3,4,96,1,-1,-1.4,-8,3
CCC1(c2ccc(Cl)cc2)NC(=S)N(c2ccccc2)N1 (stereo unspecified),-2,5,-14,128*,-1,3,3.4,-15,-2
CCOc1ccccc1NC(=O)CCN1CCN(S(=O)(=O)c2ccc(Br)cc2)CC1,2,-7,16,104,0,-3,3.5,-20,16*

High-throughput results as filed in PubChem.
